Bioassay records (PubChem)
TcdB inh: TcdB glycohydrolase inhibition. AID 652162. 0.24% of 350,000 active. TcdB glycohydrolase enzymatic assay, plate reader. inhibition, % at 9.99 µM; in the data active means inhibition above about 10%
Target sequence (P18177 whole entry, looked up): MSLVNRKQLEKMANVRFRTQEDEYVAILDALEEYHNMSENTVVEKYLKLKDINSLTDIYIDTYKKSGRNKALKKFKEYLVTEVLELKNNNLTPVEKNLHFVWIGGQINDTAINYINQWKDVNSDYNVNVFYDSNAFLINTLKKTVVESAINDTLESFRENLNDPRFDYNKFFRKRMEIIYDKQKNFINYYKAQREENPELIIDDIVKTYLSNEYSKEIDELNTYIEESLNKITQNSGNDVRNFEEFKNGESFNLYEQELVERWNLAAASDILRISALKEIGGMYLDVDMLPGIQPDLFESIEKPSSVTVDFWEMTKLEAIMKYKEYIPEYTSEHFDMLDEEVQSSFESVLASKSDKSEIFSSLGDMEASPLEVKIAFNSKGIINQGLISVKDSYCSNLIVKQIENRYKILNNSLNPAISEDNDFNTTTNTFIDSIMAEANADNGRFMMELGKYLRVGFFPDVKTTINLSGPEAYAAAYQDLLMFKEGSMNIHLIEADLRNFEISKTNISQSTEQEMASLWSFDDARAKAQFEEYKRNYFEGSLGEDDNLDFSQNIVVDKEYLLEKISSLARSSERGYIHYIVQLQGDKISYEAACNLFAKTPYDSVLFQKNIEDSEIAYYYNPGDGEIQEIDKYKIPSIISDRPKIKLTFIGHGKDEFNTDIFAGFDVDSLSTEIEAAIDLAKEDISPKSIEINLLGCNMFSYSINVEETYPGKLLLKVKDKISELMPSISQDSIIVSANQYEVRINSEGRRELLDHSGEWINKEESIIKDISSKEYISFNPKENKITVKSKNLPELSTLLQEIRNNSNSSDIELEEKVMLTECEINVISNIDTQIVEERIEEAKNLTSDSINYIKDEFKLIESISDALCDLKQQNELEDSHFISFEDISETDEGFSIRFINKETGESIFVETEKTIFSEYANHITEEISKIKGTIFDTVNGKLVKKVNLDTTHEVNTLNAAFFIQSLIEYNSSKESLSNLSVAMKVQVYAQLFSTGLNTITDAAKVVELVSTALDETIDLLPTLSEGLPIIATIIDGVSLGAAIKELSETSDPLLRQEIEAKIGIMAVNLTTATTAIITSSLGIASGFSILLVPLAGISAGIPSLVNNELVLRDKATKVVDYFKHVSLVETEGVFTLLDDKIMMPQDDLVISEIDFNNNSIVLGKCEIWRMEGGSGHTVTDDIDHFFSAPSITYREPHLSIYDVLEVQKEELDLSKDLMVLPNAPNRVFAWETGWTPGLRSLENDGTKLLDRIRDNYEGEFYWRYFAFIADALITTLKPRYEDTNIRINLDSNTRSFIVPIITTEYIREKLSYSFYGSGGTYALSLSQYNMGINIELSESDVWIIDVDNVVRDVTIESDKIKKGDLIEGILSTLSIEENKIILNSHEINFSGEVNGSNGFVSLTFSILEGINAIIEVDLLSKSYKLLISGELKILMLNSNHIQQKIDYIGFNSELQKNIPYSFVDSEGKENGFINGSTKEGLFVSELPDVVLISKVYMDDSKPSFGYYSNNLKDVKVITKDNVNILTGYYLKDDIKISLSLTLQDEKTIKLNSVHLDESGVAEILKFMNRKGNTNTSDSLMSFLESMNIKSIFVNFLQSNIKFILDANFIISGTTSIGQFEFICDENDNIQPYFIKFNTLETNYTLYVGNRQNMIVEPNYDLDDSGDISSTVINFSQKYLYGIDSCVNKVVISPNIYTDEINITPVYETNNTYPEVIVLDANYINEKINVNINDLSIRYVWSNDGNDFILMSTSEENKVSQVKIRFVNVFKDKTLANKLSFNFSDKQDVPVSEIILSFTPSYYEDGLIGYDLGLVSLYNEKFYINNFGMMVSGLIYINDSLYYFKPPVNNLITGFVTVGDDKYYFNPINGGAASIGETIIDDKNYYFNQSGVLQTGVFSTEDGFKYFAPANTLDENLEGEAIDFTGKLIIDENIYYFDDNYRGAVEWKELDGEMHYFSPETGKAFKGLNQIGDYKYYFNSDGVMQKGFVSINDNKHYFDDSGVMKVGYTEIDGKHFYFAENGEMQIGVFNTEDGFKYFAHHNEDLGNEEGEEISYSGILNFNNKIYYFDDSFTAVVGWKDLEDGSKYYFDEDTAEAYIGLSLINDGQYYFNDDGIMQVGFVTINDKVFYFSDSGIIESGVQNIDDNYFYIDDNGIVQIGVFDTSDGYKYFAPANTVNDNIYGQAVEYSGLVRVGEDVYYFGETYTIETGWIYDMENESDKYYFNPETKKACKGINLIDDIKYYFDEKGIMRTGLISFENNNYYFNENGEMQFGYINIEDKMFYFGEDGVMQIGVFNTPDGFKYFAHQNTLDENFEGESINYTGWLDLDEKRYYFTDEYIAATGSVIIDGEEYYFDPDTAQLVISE
* marks the source's active call; other numbers are inactive results; & = joins results of further samples. This is a subset, so the mix of outcomes need not match the whole.

molecule | TcdB inh
O=S(=O)(c1ccccc1F)N1[C@@H]2CNC[C@H]1C2c1ccc(-c2cccc(F)c2)cc1 (some centres undefined) | 0.0&-0.5
C[C@@H]1CN([C@@H](C)CO)C(=O)Cc2cc(N(C)C)ccc2O[C@@H]1CN(C)C(=O)Nc1ccc2c(c1)OCO2 | -5.2
Cc1noc(C)c1S(=O)(=O)Nc1ccc2c(c1)C(=O)N([C@@H](C)CO)C[C@@H](C)[C@H](CN(C)C(=O)C1CCCCC1)OCCCC[C@@H](C)O2 | 1.0
O=C(C[C@@H]1CC[C@H]2[C@@H](COC[C@@H](O)CN2CC2CCCCC2)O1)NCc1ccc(F)cc1 | -4.6
CN1CCN(C(=O)C[C@@H]2C[C@@H]3c4cc(NC(=O)C5CCC5)ccc4O[C@@H]3[C@@H](CO)O2)CC1 | -0.7
O=C(Nc1ccc(F)cc1)N[C@H]1CC[C@H](CCNS(=O)(=O)c2cccc(Cl)c2)O[C@H]1CO | -4.5
COc1ccc(C#Cc2ccc([C@H]3[C@H]4CN(S(=O)(=O)c5cn(C)cn5)CCCCN4[C@H]3CO)cc2)cc1 | 1.0
C[C@H](CO)N1C[C@H](C)[C@H](CN(C)S(=O)(=O)c2ccccc2)Oc2ccc(NS(=O)(=O)c3cn(C)cn3)cc2CC1=O | -2.8
C[C@@H]1CN([C@H](C)CO)S(=O)(=O)c2ccc(-c3cccc(C#N)c3)cc2O[C@H]1CN(C)C(=O)c1ccc(F)cc1 | -2.0
O=C(C[C@H]1CC[C@H]2[C@@H](COC[C@@H](O)CN2Cc2ccncc2)O1)NCC1CC1 | 2.3
COCC(=O)N1CCCCN2[C@H](CO)[C@H](c3ccc(C#Cc4ccc(OC)cc4)cc3)[C@@H]2C1 | 0.1
COCC#Cc1cnc2c(c1)C(=O)N([C@H](C)CO)C[C@@H](C)[C@@H](CN(C)C(=O)Nc1ccccc1F)O2 | 0.5
O=C(C[C@@H]1CC[C@@H]2[C@H](COC[C@@H](O)CN2S(=O)(=O)c2cccc(Cl)c2)O1)Nc1ccccc1 | 0.7
CNC[C@H]1Oc2ccc(NS(=O)(=O)c3ccc(F)cc3)cc2CC(=O)N([C@@H](C)CO)C[C@H]1C | -5.4
C[C@@H]1CN([C@H](C)CO)C(=O)c2cc(NS(=O)(=O)c3cn(C)cn3)ccc2O[C@H]1CN(C)C(=O)NC1CCCCC1 | -0.7
C[C@H](CO)N1C[C@H](C)[C@H](CN(C)Cc2ccc(-c3ccccc3)cc2)Oc2ccc(NC(=O)Nc3cccc4ccccc34)cc2C1=O | 0.3
C[C@@H]1CCCCO[C@H](CN(C)C(=O)Nc2ccc(C(F)(F)F)cc2)[C@@H](C)CN([C@@H](C)CO)C(=O)c2cc(NS(=O)(=O)c3cccs3)ccc2O1 | 0.3
C[C@@H]1CN([C@H](C)CO)C(=O)c2cc(C#CCc3ccccc3)cnc2O[C@H]1CN(C)C(=O)C1CCCCC1 | -1.7
CC(C)CC#Cc1cnc2c(c1)C(=O)N([C@H](C)CO)C[C@H](C)[C@H](CN(C)C(=O)Nc1cccc(F)c1)O2 | 1.0
O=S(=O)(c1ccccc1)N1CCCCN2[C@@H](CO)[C@H](c3ccc(C#CC4CCCC4)cc3)[C@@H]2C1 | 0.7
COc1ccc(S(=O)(=O)N(C)C[C@@H]2Oc3ccc(NC(=O)Nc4ccc(F)cc4)cc3C(=O)N([C@H](C)CO)C[C@@H]2C)cc1 | -0.3
N#Cc1cccc(-c2ccc3c(c2)[C@H]2[C@H](CCN2Cc2ccncc2)[C@@H](CO)N3)c1 | 1.0
Cn1cnc(S(=O)(=O)N[C@H]2C=C[C@@H](CC(=O)NCC3CCCCC3)O[C@@H]2CO)c1 | -0.4
C[C@H](CO)N1C[C@H](C)[C@H](CN(C)C(=O)Cc2cccnc2)Oc2ncc(C3=CCCCC3)cc2C1=O | 2.4
COCC(=O)Nc1ccc2c(c1)[C@H]1C[C@H](CC(=O)NCC3CC3)O[C@@H](CO)[C@H]1O2 | -2.5
O=C(N[C@@H]1CC[C@@H](CCn2cc(-c3ccccn3)nn2)O[C@H]1CO)c1ccc(F)cc1 | 0.2
CC(C)CC#Cc1cnc2c(c1)C(=O)N([C@H](C)CO)C[C@@H](C)[C@H](CN(C)Cc1ccc(C(=O)O)cc1)O2 | 0.3
COc1ccc2c3c(n(C)c2c1)[C@H](CO)N(Cc1ccccc1F)CC31CCN(CC2CC2)CC1 | -4.9
C[C@@H]1CN([C@@H](C)CO)C(=O)c2cc(NC(=O)C3CC3)ccc2O[C@H]1CN(C)Cc1ccc(-c2ccccc2)cc1 | 1.6
C[C@H](CO)N1C[C@H](C)[C@H](CN(C)S(C)(=O)=O)Oc2ccc(N(C)C)cc2CC1=O | -6.2
C[C@@H]1CN([C@@H](C)CO)S(=O)(=O)c2ccc(C#CC3CCCC3)cc2O[C@@H]1CN(C)C(=O)Cc1ccccc1 | 0.3
COc1ccc2c3c(n(C)c2c1)[C@H](CO)N(C(=O)C1CC1)CC31CCN(C)CC1 | -0.2
CCC(=O)NC[C@@H]1[C@H](c2ccc(C3=CCCC3)cc2)[C@@H](CO)N1C(C)=O | -1.9
O=C(CN1CCOCC1)N1CC[C@@H]2[C@H]1c1cc(-c3ccccc3)ccc1N[C@@H]2CO | 0.7
O=C(C[C@H]1C[C@@H]2c3cc(NC(=O)CC4CC4)ccc3O[C@@H]2[C@@H](CO)O1)NCc1ccccc1 | -0.3
COCC(=O)Nc1ccc2c(c1)OC[C@H](C)N(Cc1ccccc1)C[C@@H](C)[C@@H](OC)CN(C)C2=O | 0.4
C[C@H]1CN([C@@H](C)CO)C(=O)CCCn2nncc2CO[C@H]1CN(C)C(=O)Nc1ccc(N2CCN(C)CC2)cc1 | -1.6
C[C@@H]1CN([C@@H](C)CO)C(=O)c2cc(NC(=O)Nc3cccc4ccccc34)ccc2O[C@@H]1CN(C)C | 0.1
Cc1noc(C)c1NC(=O)N[C@H]1CC[C@@H](CC(=O)NCCCN(C)C)O[C@H]1CO | 0.6
C[C@H]1CN([C@@H](C)CO)C(=O)Cc2cc(NS(=O)(=O)c3ccc(Cl)cc3)ccc2O[C@H]1CN(C)C(=O)Nc1ccc(C(F)(F)F)cc1 | 0.7
CO[C@H]1CN(C)C(=O)c2ccc(NC(=O)C3CC3)cc2OC[C@@H](C)N(C(=O)c2ccncc2)C[C@H]1C | 0.1
CCCNC(=O)C[C@@H]1CC[C@H]2[C@H](COc3ccc(NC(=O)c4ccc5c(c4)OCO5)cc3C(=O)N2C)O1 | 0.6
Cc1ccc(S(=O)(=O)Nc2cccc3c2O[C@H](CN(C)Cc2ccc4c(c2)OCO4)[C@H](C)CN([C@H](C)CO)C3=O)cc1 | -1.0
COc1ccc(-c2ccc([C@H]3[C@H](CO)N4C(=O)CN(Cc5ccc(C)cc5)C[C@@H]34)cc2)cc1 | -0.7
C[C@@H]1CN([C@H](C)CO)C(=O)c2cc(N(C)C)ccc2O[C@H]1CN(C)Cc1ccccc1 | -1.5
C[C@@H]1CN([C@@H](C)CO)C(=O)c2cc(C#CCc3ccccc3)cnc2O[C@@H]1CN(C)C(=O)C1CCCCC1 | 0.7
COc1ccc(NC(=O)N(C)C[C@@H]2OCCCC[C@@H](C)Oc3ccc(N(C)C)cc3C(=O)N([C@H](C)CO)C[C@@H]2C)cc1 | -17.8
C[C@@H]1CCCCO[C@@H](CN(C)S(=O)(=O)c2ccccc2)[C@H](C)CN([C@H](C)CO)C(=O)c2cc(NS(C)(=O)=O)ccc2O1 | 0.4
COc1cccc(C#Cc2ccc3c(c2)[C@H]2[C@H](CCN2S(=O)(=O)c2cccc(OC)c2)[C@H](CO)N3)c1 | 1.9
C[C@@H]1CN([C@@H](C)CO)C(=O)c2cccc(NC(=O)Nc3ccc4c(c3)OCO4)c2O[C@H]1CN(C)C(=O)NC1CCCCC1 | 0.7

Next part:
molecule | TcdB inh
C[C@@H]1CN([C@@H](C)CO)C(=O)c2cc(NC(=O)c3ccncc3)ccc2O[C@@H](C)CCCCO[C@H]1CN(C)C(=O)c1ccccc1 | -0.9
O=C(NCCN1CCOCC1)[C@]1(CCS(=O)(=O)c2ccccc2)N=C(c2ccc(OCCCO)cc2)O[C@@H]1c1ccccc1 | -3.1
C[C@@H]1CN([C@H](C)CO)C(=O)c2cccc(NC(=O)NC3CCCCC3)c2O[C@H]1CN(C)C | -0.3
COCC(=O)N1CCC2(CC1)CN(C(=O)NC1CCCC1)[C@@H](CO)c1c2c2ccc(OC)cc2n1C | -0.1
CNC[C@H]1Oc2cc(-c3ccncc3)ccc2S(=O)(=O)N([C@@H](C)CO)C[C@H]1C | 0.8
CC(=O)N1[C@H](CN(C)C(=O)c2ccccc2F)[C@@H](c2ccccc2)[C@@H]1CO | -0.9
O=C([C@@H]1[C@@H](CO)[C@@H]2Cn3c(cccc3=O)[C@@H]2N1CC1CC1)N1CCc2ccccc2C1 | -0.6
Cc1ccc(S(=O)(=O)N(C)C[C@H]2OCCCC[C@H](C)Oc3ccc(N(C)C)cc3C(=O)N([C@H](C)CO)C[C@H]2C)cc1 | -7.3
O=C(C1CCOCC1)N1[C@H](CO)[C@@H](c2ccccc2)C12CN(CCC(F)(F)F)C2 | -1.0
CCCNC(=O)C[C@@H]1CC[C@H]2[C@@H](COc3ccc(NC(=O)NC(C)C)cc3C(=O)N2C)O1 | 0.7
CCCC#Cc1ccc([C@H]2[C@@H](CO)N3CCCCN(S(=O)(=O)Cc4ccccc4)C[C@@H]23)cc1 | 0.5
Cc1cccc(S(=O)(=O)N(C)C[C@@H]2OCc3cnnn3CCCC(=O)N([C@@H](C)CO)C[C@H]2C)c1 | 0.5
COc1ccc(NC(=O)Nc2ccc3c(c2)C(=O)N([C@@H](C)CO)C[C@@H](C)[C@@H](CN(C)C(=O)Nc2c(C)noc2C)O3)cc1 | -1.0
C[C@@H]1CCCCO[C@H](CN(C)C(=O)C2CCCCC2)[C@@H](C)CN([C@H](C)CO)C(=O)c2cc(NC(=O)CCC(F)(F)F)ccc2O1 | -0.2
C[C@H](CO)N1C[C@H](C)[C@@H](CN(C)C(=O)Nc2ccc3c(c2)OCO3)Oc2ccc(NC(=O)Cc3cn(C)c4ccccc34)cc2C1=O | -0.1
C[C@@H]1CN([C@H](C)CO)C(=O)c2cc(C#CC3CCCC3)cnc2O[C@H]1CN(C)S(C)(=O)=O | -0.6
COc1ccc(NC(=O)N(C)C[C@@H]2Oc3ccc(NC(=O)C4CC4)cc3C(=O)N([C@H](C)CO)C[C@@H]2C)cc1 | 0.5
C[C@H](CO)N1C[C@H](C)[C@H](CN(C)C(=O)C2CCCCC2)OCCCC[C@H](C)Oc2ccc(NC(=O)Nc3ccc(C(F)(F)F)cc3)cc2C1=O | 0.2
OC[C@@H]1[C@@H](c2ccc(-c3ccccc3F)cc2)[C@H]2CN(Cc3cccnc3)CCCCN12 | -2.1
CN1C(=O)c2cc(NC(=O)Cc3cccs3)ccc2OC[C@@H]2O[C@@H](CC(=O)NCCCN3CCOCC3)CC[C@@H]21 | 1.6
O=C(C[C@H]1CC[C@H](NS(=O)(=O)c2cccc(F)c2)[C@@H](CO)O1)N1CCCCC1 | -0.3
C[C@@H]1CN([C@@H](C)CO)C(=O)c2cc(NC(=O)CCC(F)(F)F)ccc2O[C@@H]1CN(C)Cc1ccc2c(c1)OCO2 | 0.0
CO[C@@H]1CN(C)C(=O)c2cc(NC(C)=O)ccc2OC[C@@H](C)N(Cc2cccc(F)c2)C[C@H]1C | -1.7
N#C[C@H]1[C@H](c2ccccc2-c2ccccc2F)[C@H](CO)N1C(=O)C1CCOCC1 | -1.9
COC(=O)C[C@@H]1CC[C@@H]2[C@@H](COc3ccc(NC(=O)Nc4cccc(C)c4)cc3C(=O)N2C)O1 | 1.7

3 structures already listed, ordered by heavy-atom count, ascending:
molecule | TcdB inh
O=C(C[C@H]1CC[C@H](NS(=O)(=O)c2cccc(F)c2)[C@@H](CO)O1)N1CCCCC1 | -0.3
CO[C@@H]1CN(C)C(=O)c2cc(NC(C)=O)ccc2OC[C@@H](C)N(Cc2cccc(F)c2)C[C@H]1C | -1.7
COc1ccc(NC(=O)Nc2ccc3c(c2)C(=O)N([C@@H](C)CO)C[C@@H](C)[C@@H](CN(C)C(=O)Nc2c(C)noc2C)O3)cc1 | -1.0

(further entries)
molecule | TcdB inh
C[C@@H]1CN([C@@H](C)CO)C(=O)Cc2cc(NS(C)(=O)=O)ccc2O[C@H]1CN(C)Cc1ccc(Cl)c(Cl)c1 | -0.1
COc1ccc(NC(=O)Nc2ccc3c(c2)[C@H]2C[C@@H](CC(=O)NCc4ccccn4)O[C@@H](CO)[C@H]2O3)cc1 | -0.3
C[C@@H]1CN([C@H](C)CO)C(=O)c2cc(NS(=O)(=O)c3ccc(Cl)cc3)ccc2O[C@H]1CN(C)C(=O)Nc1ccccc1 | 0.6
C[C@@H]1CN([C@H](C)CO)C(=O)c2cccc(NC(=O)c3nc4ccccc4s3)c2O[C@@H]1CN(C)Cc1ccc(Cl)c(Cl)c1 | -0.3
COc1ccc(C#Cc2cnc3c(c2)C(=O)N([C@@H](C)CO)C[C@@H](C)[C@H](CN(C)C(=O)CC2CC2)O3)cc1 | 0.7
C[C@H]1CN([C@@H](C)CO)C(=O)c2cc(NS(=O)(=O)c3ccc(F)cc3)ccc2O[C@@H]1CN(C)Cc1ccccc1 | -0.8
CO[C@H]1CN(C)C(=O)c2cc(NC(=O)NC(C)C)ccc2OC[C@@H](C)N(Cc2ccccc2)C[C@H]1C | -0.6

Pulled by compound from the list above (five):
molecule | TcdB inh
C[C@@H]1CN([C@H](C)CO)C(=O)c2cccc(NC(=O)c3nc4ccccc4s3)c2O[C@@H]1CN(C)Cc1ccc(Cl)c(Cl)c1 | -0.3
COc1ccc(C#Cc2cnc3c(c2)C(=O)N([C@@H](C)CO)C[C@@H](C)[C@H](CN(C)C(=O)CC2CC2)O3)cc1 | 0.7
C[C@@H]1CN([C@@H](C)CO)C(=O)Cc2cc(NS(C)(=O)=O)ccc2O[C@H]1CN(C)Cc1ccc(Cl)c(Cl)c1 | -0.1
C[C@@H]1CN([C@H](C)CO)C(=O)c2cc(NS(=O)(=O)c3ccc(Cl)cc3)ccc2O[C@H]1CN(C)C(=O)Nc1ccccc1 | 0.6
C[C@H]1CN([C@@H](C)CO)C(=O)c2cc(NS(=O)(=O)c3ccc(F)cc3)ccc2O[C@@H]1CN(C)Cc1ccccc1 | -0.8
